Dynein cargo inh: dynein cargo transport inhibition; 3617.4 mouse cells, GR-EGFP nuclear translocation imaging; test concentration mostly 20 µM; stimulated with dexamethasone, 1 µM; stronger effect = lower value; z-score, hits read low; 220,000 compounds, 0.47% hits;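 active means plate z-score of nuclear minus cytoplasmic receptor signal below a set negative limit, without overly bright fluorescence or cell loss, cut at about -3.5 in these data, passing the limit was not always enough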;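 further: z-score of nuclear minus cytoplasmic ring GR-EGFP intensity difference per well; some compounds called inactive have numbers as strong as hits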
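Also added: dexamethasone, 1.0 µM final. Medium: tet-free, stripped-serum medium. Detection: fixed, Hoechst-stained cells imaged at 10x for EGFP. Read-out: nuclear-to-cytoplasmic GR-EGFP distribution per well. Times: induction 48 h, compound 1 h, agonist 30 min.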
Yfh1-off respiration: enhancers of respiration in Yfh1-depleted yeast, dose response, Friedreich's ataxia, plus single-dose screen (AID 1465). 220,000 compounds, 0.074% hits. fold induction at 50 µM; hits with a dose series show EC50 in µM. S. cerevisiae Yfh1-off respiration, WST-1 reduction, 72 h; higher fold induction means a stronger effect;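 active means fold induction of absorbance versus untreated yeast above a set limit, then at least 30% activation at any dose in follow-up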;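 further: activators that raise dye reduction in frataxin-depleted yeast; strong numbers were not always called active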
Autophagy mod: modulators of autophagy; MEF GFP-LC3 puncta imaging; test concentration mostly 10 µM; calls only at 10 µM (by protocol); 190,000 compounds, 0.98% hits; AID 463193;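 active means percentage of spot-positive cells more than 3 SD above its plate mean, without a fluorescence outlier flag or 80% toxicity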;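 further: spot-positive cell cutoff set from DMSO-treated cells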
Lipid droplet: hepatic lipid droplet formation modulation; AML12 mouse hepatocytes, oleate lipid droplets, BODIPY imaging; inhibition, % at 6.5 µM; 240,000 compounds, 0.4% hits;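 active means lipid droplet intensity inhibited by at least 50%, with more than 500 cells counted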
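Test system: AML12 hepatocytes (mouse); reagent: oleate loading, 100 µM; dosing: one dose, 6.5 µM compound; incubation: overnight exposure; signal: fluorescence imaging, 20x objective, two fields per well; read-out basis: % inhibition of corrected integrated BODIPY droplet signal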
WT yeast gro inh: growth inhibition of WT yeast, mitochondrial fusion screen | inhibition, % at 10 µM | mitochondrial fusion phenotypic screen, WT strain | AID 1362 | 190,000 compounds, 2.1% hits; in the data active means inhibition above about 58%; tested in S. cerevisiae
bCat nuc transl: alters nuclear translocation of beta-catenin in HeLa cells; nuclear translocation activity, % at 5 µM; 190,000 compounds, 0.3% hits; AID 1665; immunofluorescence imaging;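 active means nuclear translocation activity above 50% at 5 µM, with a well cell count of 50 or more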;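 further: per-cell ratio of nuclear to cytoplasmic median beta-catenin stain intensity; plate controls were DMSO negative control for no effect and GSK-3 inhibitor IX positive control for full effect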
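System: HeLa cells, endogenous beta-catenin; compound dosing: 5 µM primary single dose, 0.1% DMSO, 0.02–20 µM confirmation series; incubation: 24 h compound exposure at 37°C, 5% CO2; signal: beta-catenin immunofluorescence imaging with DAPI; evaluation: % activation, nuclear-to-cytoplasmic median beta-catenin signal ratio per cell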
Insulin prom up: MIN6 insulin promoter up-regulation. MIN6 insulin promoter-GFP reporter, high-content imaging; stronger effect = higher value. z-score at 5 µM. AID 1625. 190,000 compounds, 0.3% hits;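 active means z-score above 3 at 5 µM with at least 500 cells counted in the well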
NOD2 inhibition: inhibition of NOD2-driven NF-kB reporter – cell-based, luminescence, uHTS, HEK293 (AID 1566); HEK293 NOD2/NF-kB luciferase reporter, luminescence; higher % means a stronger effect; 290,000 compounds, 0.63% hits; one-dose inhibition, % at 4 µM; EC50 in µM for titrated hits; in the data active means inhibition above about 50%; further: many of its hits are not listed in these tables
MT stabilize HCS: microtubule stabilizers in HeLa cells | HeLa tubulin immunostaining HCS, 24 h; share of cells brighter than vehicle mean+2SD | 200,000 compounds, 0.83% hits | AID 2205 | % tubulin-high responders, % at 10 µM;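 active means plate Z-score above 3 for both tubulin-high and condensed-nucleus cell shares, with cell loss under 80%, at 10 µM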;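 further: anti alpha tubulin signal scored within the nucleus-defined area of each cell; some results filed as inactive read as strong as hits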
WT yeast gro inh mutant strain: recorded beside WT yeast gro inh, whose call it bears; inhibition, %; mitochondrial fusion phenotypic screen, mutant strain inhibition
Dynein cargo inh cytoplasmic EGFP: recorded beside Dynein cargo inh, whose call it bears; z-score; measured here: cytoplasmic GR-EGFP intensity; stronger effect = higher value
Dynein cargo inh nuclear GR-EGFP: also measured in Dynein cargo inh; calls as there; z-score; measured here: nuclear GR-EGFP intensity;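 lower value marks the stronger effect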
Dynein cargo inh cell count: further read-out of Dynein cargo inh, marked with its call; z-score; measured here: cell count per field
Insulin prom up cell count: recorded beside Insulin prom up, whose call it bears; cell count; measured here: cytotoxicity, nuclei count;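 total cells summed across four imaged fields per well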
Lipid droplet cells 6.5 µM: second read-out of Lipid droplet, no call of its own (marks repeat the call); cell count; measured here: cell count, cytotoxicity flag;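 cells counted across two imaged fields per well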
bCat nuc transl cell count 5 µM: further read-out of bCat nuc transl, marked with its call; cell count; measured here: cell count, cytotoxicity flag
MT stabilize HCS Hoechst-high %: second read-out of MT stabilize HCS, no call of its own (marks repeat the call); % Hoechst-high responders; measured here: nuclear condensation Hoechst responders;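 share of cells brighter than vehicle mean plus two SD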
MT stabilize HCS cytotoxicity %: second read-out of MT stabilize HCS, no call of its own (marks repeat the call); toxicity, %; measured here: cytotoxicity by cell density;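 0% = mean cell density of plate MIN control wells and 100% = no cells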
Autophagy mod cell loss 18 h: recorded beside Autophagy mod, whose call it bears; toxicity, %; measured here: cell loss, nuclei count;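 cell loss after 18 h compound exposure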
An asterisk follows results filed as active; i = inactive; . = no result given. A portion of the library (hit frequency here may not be typical).

Values run as follows: Dynein cargo inh, Dynein cargo inh cytoplasmic EGFP, Dynein cargo inh nuclear GR-EGFP, Dynein cargo inh cell count, Yfh1-off respiration, Autophagy mod, Autophagy mod cell loss 18 h, Lipid droplet, Lipid droplet cells 6.5 µM, WT yeast gro inh, WT yeast gro inh mutant strain, bCat nuc transl, bCat nuc transl cell count 5 µM, Insulin prom up, Insulin prom up cell count, NOD2 inhibition, MT stabilize HCS, MT stabilize HCS Hoechst-high %, MT stabilize HCS cytotoxicity %
CCCCCCCC(=O)Nc1ccc(S(=O)(=O)Nc2nccs2)cc1
→ 1.8, -0.19, 0.81, -1.7, i, i, -4, -2, 590, 7, -16, 0.2, 587, -0.02, 1333, 11%, 3.0, 1.8, 3.6
COc1cc(-n2c(=O)c3ccccc3n(Cc3cccc(F)c3)c2=O)cc(OC)c1OC
→ 0.83, -0.33, 0.92, -0.75, i, i, 6, 15, 680, -14, 6, 0.7, 1052, -1.1, 1209, 12%, 3.4, 3.0, 3.1
CCOc1cccc(OCCCOc2ccccc2)c1
→ -0.96, -0.15, -0.34, 1.1, i, i, 29, 11, 765, 4, 12, ., ., 0.01, 929, 0%, 1.5, 1.5, 3.2
CCc1cccc(CC)c1NC(=S)N(CCN(C)C)C(C)c1cccnc1 (stereo not drawn)
→ 1.3, -0.097, 0.88, -0.48, i, i, 3, 0, 710, -1, 10, -1.1, 1043, ., ., 3%, 4.5, 1.9, 12
C=CCNC(=S)NCCO
→ -0.87, -0.25, -0.28, 0.72, i, ., ., -3, 831, ., ., -0.2, 1408, 1.1, 1473, 7%, ., ., .
CCc1ccc(N2CC34C=CC(O3)C(C(=O)OC(C)C)C4C2=O)cc1 (stereo not drawn)
→ -0.02, -0.25, 0.1, -0.002, i, ., ., -16, 714, -25, -6, -2.1, 1168, -0.21, 1238, 14%, 8.7, 1.8, 4.1
Cc1nn(CC(=O)NCc2ccco2)c(C)c1[N+](=O)[O-]
→ 0.31, -0.22, 0.59, 0.17, i, ., ., 14, 651, ., ., 2.4, 1279, -0.12, 1027, 3%, ., ., .
COCCNC(=O)COc1ccc(Nc2ccccc2)cc1
→ 1.5, 0.72, 1.1, -1.1, i, i, -42, ., ., -13, -2, 0.7, 786, -0.22, 1469, -21%, 2.7, 1.9, 8.6
CNC(=O)c1ccccc1NC(=O)c1ccc(C)c(S(=O)(=O)N2CCCCC2)c1
→ 0.61, -0.1, 0.61, 0.12, i, i, -1, -3, 759, 4, -82, ., ., -0.25, 1258, 2%, 2.8, 0.2, 15
Cc1cc2ncn(N)c2cc1C
→ -1.3, -0.22, -0.069, 1.2, i, i, -2, -35, 661, 1, 16, -1.7, 1055, 0.15, 1840, 16%, 2.3, 0.3, 23
CCC(C(=O)NC(C)CCc1ccco1)n1nc(C)n2c(cc3occc32)c1=O (stereo not drawn)
→ -0.82, -0.17, -0.25, 0.57, i, i, 13, -47, 742, -13, -11, -1.9, 1259, 0.26, 1198, 11%, 4.4, 1.8, 8.9
COc1ccccc1N1CCN(C(=O)CN2C(=O)C3CCCCC3C2=O)CC1 (stereo not drawn)
→ 0.07, -0.24, 0.28, 0.068, i, i, 13, 6, 728, -7, -5, -2.3, 968, -0.05, 1614, 7%, 2.4, 0.8, 3.1
NCCCC[C@H]1CNC(=O)C(=O)N1CCc1cccc(F)c1
→ 0.79, 0.53, 0.66, -0.76, i, ., ., -19, 681, ., ., 0.1, 1396, 1, 710, 1%, ., ., .
COc1ccc(-n2c(=S)[nH]c3[nH]ncc3c2=O)cc1
→ -0.085, -0.3, -0.16, -0.13, i, ., ., -22, 705, ., ., -0.6, 1303, 0.79, 996, -2%, ., ., .
CCc1ccc(NC(=O)C(=O)NNC(=O)COc2cccc(OC)c2)cc1
→ -0.44, -0.29, -0.61, 0.95, i, i, -3, 2, 612, -18, -38, 2.2, 455, 0.33, 1114, 22%, 2.6, 3.0, 4.4
Oc1ccc(Oc2ccc3c(C(F)(F)F)cc(C(F)(F)F)nc3n2)cc1
→ -0.28, -0.23, -0.24, 0.72, i, i, -7, ., ., 3, 2, -0.9, 1349, -0.21, 1593, ., 2.1, 1.9, 2.8
Cc1ccc(CNC(=O)CCCC(=O)Nc2cc(C)on2)cc1
→ -0.067, -0.31, 0.36, 0.43, i, i, -6, -3, 730, -5, -2, 0.2, 1043, 0.49, 1618, 14%, 2.2, 1.2, 8.9
CC(C)CC(=O)NC(=S)Nc1nc(-c2cccc3ccccc23)cs1
→ 2.3, -0.14, 1.4, -2, i, i, -3, ., ., 40, 30, 1.2, 1305, -0.11, 1626, 5%, 2.0, 1.2, 0.4
O=C(O)CN1CCN(Cc2ccccc2)C1=O
→ 0.42, 0.25, 0.2, -0.036, i, i, 3, -32, 691, 8, 0, -2.4, 1185, ., ., 2%, 2.3, 1.8, 7.7
CN(C)S(=O)(=O)c1ccc2c(c1)C(CC(=O)O)NC2=O (stereo not drawn)
→ 2.2, -0.17, 0.95, -1.2, i, i, 3, ., ., -28, -1, -3.7, 963, 0.7, 1390, 12%, 1.7, 1.9, 6.2
CC(C)CC(NC(=O)C(NC(=O)C(Cc1ccc(OCc2ccccc2)cc1)NC(=O)OC(C)(C)C)C(C)C)C(N)=O (stereo not drawn)
→ -0.25, -0.22, -0.19, 0.68, i, i, 8, 26, 703, 19, 23, 1.3, 745, 0.4, 1356, 0%, 4.2, 1.8, 4.0
COc1ccccc1CNc1ccc([N+](=O)[O-])cc1C
→ 0.058, -0.14, -0.077, 0.0073, i, i, 2, -5, 750, -8, -4, 1.1, 1091, -0.31, 1360, 9%, 3.6, 2.6, 4.8
Cc1ccc(NC(=O)Nc2cnccn2)cc1C
→ -0.52, -0.24, -0.31, 1.2, i, ., ., 5, 719, ., ., -0.8, 1280, -0.39, 1107, -59%, ., ., .
Cc1ccc(C(=O)NC(c2ccccc2)C(Cl)Cl)cc1 (stereo not drawn)
→ -0.29, 0.027, -0.34, 0.056, i, i, 9, 0, 690, -7, -6, -0.7, 1139, -0.06, 1413, 3%, 4.8, 3.8, 7.9
O=[N+]([O-])c1ccc(-c2ncc(-c3ccc(Br)cc3)o2)cc1
→ 0.73, -0.23, -0.0012, 0.012, i, ., ., 8, 764, ., ., -2.8, 1062, -0.62, 1422, -73%, ., ., .
O=C(NN=C1CCN(Cc2ccccc2)CC1)c1cc(Br)ccc1O
→ -0.91, -0.25, -0.73, 1.3, i, i, 9, 0, 719, 9, 3, -1.9, 1101, ., ., -3%, 2.6, 2.4, 6.5
O=c1nc2n(c3ncccc13)CCCCC2
→ 2.7, 0.015, 2.1, -2.5, i, i, -7, 23, 700, 3, -2, -5.4, 1144, 0.42, 1229, 13%, 2.1, 1.6, 11
COc1ccc(-c2nnc(SCC(=O)N/N=C/c3ccccc3C(=O)O)n2-c2ccc(Cl)cc2)cc1
→ 0.63, -0.26, -0.11, 0.44, i, ., ., 2, 781, ., ., -1.2, 1334, 1, 1162, -19%, ., ., .
COc1ccc(S(=O)(=O)N2CCN(c3ccccc3OC)CC2)cc1OC
→ 1.7, -0.23, 1.4, -0.86, i, i, -1, -15, 662, 1, -57, -1.1, 1141, ., ., -2%, 0.8, 1.3, 1.2
CCOC(=O)CCNC(=O)N1CCCC(CNS(=O)(=O)Cc2ccccc2)C1 (stereo not drawn)
→ -0.38, -0.25, -0.34, 0.79, i, i, 27, 3, 683, -9, -1, 0.3, 1037, -0.83, 1350, 20%, 1.3, 1.1, 4.1
O=C1CCCN1CN(C(=O)c1ccc2c(c1)OCO2)c1cccc(Cl)c1
→ -0.054, 0.87, 0.3, -0.3, i, i, 10, ., ., 5, -1, 1.8, 1401, -0.2, 1482, 14%, 7.1, 2.0, 3.1

Ordered by number of heavy atoms (descending): part of the list above
Values run as follows: Dynein cargo inh, Dynein cargo inh cytoplasmic EGFP, Dynein cargo inh nuclear GR-EGFP, Dynein cargo inh cell count, Yfh1-off respiration, Autophagy mod, Autophagy mod cell loss 18 h, Lipid droplet, Lipid droplet cells 6.5 µM, WT yeast gro inh, WT yeast gro inh mutant strain, bCat nuc transl, bCat nuc transl cell count 5 µM, Insulin prom up, Insulin prom up cell count, NOD2 inhibition, MT stabilize HCS, MT stabilize HCS Hoechst-high %, MT stabilize HCS cytotoxicity %
CC(C)CC(NC(=O)C(NC(=O)C(Cc1ccc(OCc2ccccc2)cc1)NC(=O)OC(C)(C)C)C(C)C)C(N)=O (stereo not drawn)
→ -0.25, -0.22, -0.19, 0.68, i, i, 8, 26, 703, 19, 23, 1.3, 745, 0.4, 1356, 0%, 4.2, 1.8, 4.0
CCc1ccc(NC(=O)C(=O)NNC(=O)COc2cccc(OC)c2)cc1
→ -0.44, -0.29, -0.61, 0.95, i, i, -3, 2, 612, -18, -38, 2.2, 455, 0.33, 1114, 22%, 2.6, 3.0, 4.4
CC(C)CC(=O)NC(=S)Nc1nc(-c2cccc3ccccc23)cs1
→ 2.3, -0.14, 1.4, -2, i, i, -3, ., ., 40, 30, 1.2, 1305, -0.11, 1626, 5%, 2.0, 1.2, 0.4

Screens (PubChem BioAssay)
